# Screens as filed in PubChem BioAssay.
# AmpC no deterg: blocks E. coli AmpC beta-lactamase in detergent-free assay; Potency, µM (doses to about 57.1 µM), inactives show at the highest dose activity change, negative = inhibition, most hits filed as inhibitors; AID 485341; 330,000 compounds, 0.52% hits; AmpC nitrocefin hydrolysis, absorbance 480 nm, 0.0001% Triton;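 note: potency is the fitted concentration of half-maximal effect; plate controls were no compound for no effect and no enzyme for full effect; nearly all actives have a fitted effect of over 20% in size; some results filed as inactive show a strong effect at the top dose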
# Target sequence (P00811 whole entry, looked up): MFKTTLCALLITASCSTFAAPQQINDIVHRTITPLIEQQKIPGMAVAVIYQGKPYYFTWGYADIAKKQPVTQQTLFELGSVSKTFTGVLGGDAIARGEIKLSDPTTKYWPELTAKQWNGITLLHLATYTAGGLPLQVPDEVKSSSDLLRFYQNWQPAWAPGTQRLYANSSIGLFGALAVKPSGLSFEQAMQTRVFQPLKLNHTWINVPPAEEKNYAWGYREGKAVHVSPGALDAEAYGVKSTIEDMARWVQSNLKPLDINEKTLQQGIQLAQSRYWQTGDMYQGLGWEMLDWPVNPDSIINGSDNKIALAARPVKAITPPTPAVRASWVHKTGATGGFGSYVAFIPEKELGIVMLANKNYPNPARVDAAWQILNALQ
#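 20 mM phosphate pH 7.0 + 0.01% (detergent screen) or 0.0001% Triton X-100; 5.3 nM AmpC reagent; cpd preinc 15 min RT; nitrocefin (800 uM stock) to start; A480 q20 s × 4 min; Activity was normalised to no-enzyme and no-compound control wells.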
# Giardia FBPA inh: blocks Giardia fructose-bisphosphate aldolase activity. Potency, µM (titrated, usually from 59.6 µM), for inactives: at the top dose activity, negative = inhibition, most hits filed as inhibitors. purified Giardia FBPA. A8B2U2. 290,000 compounds, 0.71% hits; note: potency is the fitted concentration of half-maximal effect; nearly all actives have a fitted effect of over 55% in size
# Target sequence (A8B2U2 whole entry, looked up): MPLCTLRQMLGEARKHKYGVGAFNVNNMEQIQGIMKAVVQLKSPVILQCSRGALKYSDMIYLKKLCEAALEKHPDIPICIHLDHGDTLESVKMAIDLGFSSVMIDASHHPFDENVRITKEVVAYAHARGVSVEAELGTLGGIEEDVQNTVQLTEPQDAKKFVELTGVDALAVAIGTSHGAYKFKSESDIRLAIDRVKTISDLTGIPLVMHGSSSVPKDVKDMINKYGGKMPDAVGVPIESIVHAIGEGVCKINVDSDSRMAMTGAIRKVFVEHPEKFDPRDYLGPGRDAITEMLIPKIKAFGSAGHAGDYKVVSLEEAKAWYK
#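 40 nM FBPA preincubated 10 min at RT with compound (up to 57.5 uM final), then substrate plus GAPDH/TPI/NAD/arsenate coupling and diaphorase/resazurin added. Fluorescence read after 20 min at RT, 525/598 nm.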
# Sm TGR block: S. mansoni TGR enzyme inhibition | Q962Y6 | purified TGR, DTNB reduction, TNB absorbance 405 nm | Potency, µM (top dose mostly 114 µM), for inactives: at the top dose activity change, negative = inhibition, usual class: inhibitors | 360,000 compounds, 3% hits; note: potency is the fitted concentration of half-maximal effect; nearly all actives have a fitted effect of over 60% in size
#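 First, TGR (20 nM dispensed) and NADPH were mixed with compound. Second, a 15 min room-temperature incubation followed. Third, further NADPH and then DTNB were added to start the reaction. Finally, TNB absorbance was monitored kinetically.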
# HCV inh: inhibitors of hepatitis C virus infection; 340,000 compounds, 3.4% hits; Potency, µM (highest dose often 41.8 µM), without a hit: at the highest dose activity change, negative = inhibition, most hits filed as inhibitors; Huh7.5.1 HCVcc-Cre infection, luciferase reporter, 44 h; note: potency is the fitted concentration of half-maximal effect
#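 Infectious HCVcc-Cre (~0.5 moi) was added to cells just after compound, with cells seeded 4 h earlier at 1,000 per well. Luciferase activity after 44 h culture reported infection; substrate was incubated 15 min at room temperature before reading.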
# HCMV antiviral: blocks human cytomegalovirus replication. HFF cells, HCMV-luciferase reporter, 72 h; stronger effect = lower value. activity change, negative = inhibition, % at 57.5 µM. 410,000 compounds, 4.5% hits. AID 1259415; in the data active = activity change below about -60%; inconclusive = no clear call, values can overlap the other calls; inactive = above about -39%
#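 HFF cells seeded 16 h at 37C, treated with compounds, infected with luciferase-reporter HCMV at MOI 1 PFU/cell; luciferase read at 72 h post infection, normalized to buffer-only and Salinomycin controls.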
# AmpC detergent: blocks E. coli AmpC beta-lactamase in detergent assay; P00811; AmpC hydrolysis of nitrocefin, absorbance 480 nm, 0.01% Triton; Potency, µM (doses to about 114 µM), without a hit: at the top dose activity change, negative = inhibition, hits mostly inhibitors; 370,000 compounds, 0.041% hits;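 note: potency is the fitted concentration of half-maximal effect; 0% = no-compound wells and -100% = no-enzyme wells; nearly all actives have a fitted effect of over 25% in size; some results filed as inactive show a strong effect at the top dose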
#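 AmpC (5.3 nM in the dispensed reagent) in 20 mM phosphate pH 7.0 with 0.01% (detergent screen) or 0.0001% Triton X-100 was preincubated with compounds for 15 min at room temperature. Nitrocefin was then added from an 800 uM solution, and hydrolysis was followed at 480 nm.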
# Active calls of the source: *; ? = inconclusive; · = no result given; & = joins results of further samples; [ ] = dose if it differs, or a comment. Unless noted, calls come from the whole dose curve; as a rule, active = well fitted curve in the direction sought with a large enough effect; inconclusive = small, poorly fitted or top-dose-only effect, or another doubt; inactive = no such curve, though single readings can be large; an effect the other way counts as inactive or inconclusive. Unless noted, % is set by controls: 0 for no effect and ±100 for the full control effect.
SMILES,AmpC no deterg,Giardia FBPA inh,Sm TGR block,HCV inh,HCMV antiviral,AmpC detergent
COc1ccc(-c2oc3ccccc3c(=O)c2OC(=O)c2ccc(C)cc2)cc1,-13%,-1%,26%,10%,-75*,-2%
COc1ccc(C(=O)NC2CCN(C(=S)Nc3cc(C)cc(C)c3)CC2)cc1,-20%,5%,2%,-9%,-29,?
COC(=O)c1ccccc1NC(=O)n1cc(C)cn1,-12%,8%,34%,-3%,-7,?
CCC(Oc1ccccc1)C(=O)N1CCN(c2ccccn2)CC1 (stereo unspecified),2%,-3%,-13%,2%,-28,-7%
CCc1nnc(NS(=O)(=O)c2ccc(NC(=O)/C=C/c3ccccc3Cl)cc2)s1,-43%,17%,·,-4%,-16,-1%
COCCNC(=O)c1ccc(-c2csc(C)n2)cc1,-12%,6%,1%,5%,119,1%
COc1ccc(/C=c2\s/c(=C\C(=O)C(C)(C)C)[nH]c2=O)cc1O,-29%,0%,-4%,?,-5,3%
CCN(CC)c1cc(C)c2cc(NC(=O)c3cccs3)ccc2n1,-27%,-7%,-1%,?,?,-10%
Cc1ccc2nc(N3CCN(c4cccc(C)c4C)CC3)c3nnnn3c2c1,-27%,-3%,8%&-6%,0%,2&20,12%&2%
Cc1ccc(CNC(=O)CSc2nnnn2C)cc1,-17%,2%,7%,15%,42,-14%
O=C(NN=Cc1ccc(O)cc1O)c1ccccc1NS(=O)(=O)c1cccs1,-35%,·,·,?,-31,·
CCOC(=O)CC(=O)CSc1nc2c(C)c(C)ccc2cc1C,-3%,9%,-6%,-29%,10,1%
O=C(Nc1cccc(C(F)(F)F)c1)c1cccnc1N1CCCC1,30%,-9%,12%,?,2,2%
CCC1CCCCN1C(=O)CSC1=NN2CCCC(=O)N=C2S1 (stereo unspecified),-12%,3%,5%,13%,-19,4%
CCCC(=O)c1cc2cc(Cl)ccc2oc1=O,-19%,4%,10%,15%,-22,-1%
Cc1c(C(=O)NCC(c2ccco2)N2CCCC2)sc2ccccc12 (stereo unspecified),8%,·,·,-9%,-5,·
COc1cccc(C2NC(=S)NC(C)=C2C(=O)c2ccccc2)c1OC (stereo unspecified),-41%,6%,-1%,-17%,?,-2%
CCOc1ccc(C(=O)NCC(=O)OCc2c(F)cccc2Cl)cc1OCC,-4%,4%,-6%,-6%,?,?
O=S(=O)(c1ccc(S(=O)(=O)N2CCCC2)cc1)N1CCCCCC1,-2%,1%,-19%,10%,13,-13%
Cc1ccc(N2C(=O)CC(=O)NC2=O)cc1,·,4%,-22%,7%,5,-7%

# Brought forward from above: 3 entries; new compounds follow.
SMILES,AmpC no deterg,Giardia FBPA inh,Sm TGR block,HCV inh,HCMV antiviral,AmpC detergent
CCOc1ccc(C(=O)NCC(=O)OCc2c(F)cccc2Cl)cc1OCC,-4%,4%,-6%,-6%,?,?
O=S(=O)(c1ccc(S(=O)(=O)N2CCCC2)cc1)N1CCCCCC1,-2%,1%,-19%,10%,13,-13%
Cc1ccc(N2C(=O)CC(=O)NC2=O)cc1,·,4%,-22%,7%,5,-7%
CCC1(CC)NC(=O)N(CC(=O)OC(C)C(=O)Nc2ccc(NC(C)=O)cc2)C1=O (stereo unspecified),-10%,·,9%,-25%,2,?
Cc1c(C(=O)NNC(=S)Nc2cccc(Cl)c2)nnn1-c1ccccc1,-26%,?,2%,9%,26,1%
COc1ccc(-c2cc(C(=O)OCC(=O)c3ccc(C)c([N+](=O)[O-])c3)c3ccccc3n2)cc1,-21%,2%,2%,?,-37,8%
Cc1nnc(NC(=O)c2nn(CC(C)C)c(=O)c3ccccc23)s1,8%,3%,-2%,13%,-20,-8%
Cc1csc2c(N3CCN(C(=O)Nc4ccccc4)CC3)ncnc12,-23%,-7%,9%,?,?,4%
OC1CCN(c2ncnc3c2nnn3Cc2c(F)cccc2Cl)CC1,65%[activator],7%,3%,-22%,-5,-5%
O=S(=O)(c1ccc(Cl)cc1)c1nc(-c2ccco2)oc1SCc1ccccc1F,·,·,-5%,·,-15,4%
CCC(=O)OCc1cnc(C)c2oc(=O)c(C(=O)Nc3ccc(CC)cc3)cc12,·,·,6%,·,0,11%
CN(C)c1nnnn1-c1ccc(Cl)cc1Cl,-11%,7%,9%,23%,-26,10%
CCn1cc(C(=O)O)c(=O)c2cc(F)c(N3CCN(S(=O)(=O)c4ccc5c(c4)OCCO5)CC3)cc21,-7%,-1%,14%,8%,-2,-10%
O=C(NCC1CCN(C(=O)c2cccc([N+](=O)[O-])c2)CC1)c1cccc([N+](=O)[O-])c1,13%,-12%,-2%,1%,-39,-1%
OC(COC1CCCCC1)CN1CCN(c2ccccc2)CC1 (stereo unspecified),4%,?,0%,1%,10,-15%
CCOC(=O)C1CCCN(S(=O)(=O)c2ccccc2)C1 (stereo unspecified),-17%,1%,9%,9%,55,2%
CS(=O)(=O)c1ccc(Cl)c(NC(=O)COC(=O)c2ccc(F)cc2Cl)c1,-18%,-1%,1%,-19%,61,7%
O=C(CNC(=O)c1ccc(Cl)cc1)NNc1c(F)c(F)cc(F)c1F,-10%,·,·,?,7,·
CCOc1ccc(CN(CCO)CCO)cc1[N+](=O)[O-],-14%,-6%,0%,17%,-68*,-3%
CS(=O)(=O)N1CCN(C/C=C/c2ccccc2)CC1,5%,4%,-3%,-4%,54,-3%
CC(=O)Nc1ccc(-c2nn[nH]n2)cc1Cl,-7%,7%,11%,4%,12,1%
COc1ccc(-c2nn(Cc3ccccc3)cc2C(=O)N2CCN(c3ccccn3)CC2)cc1OC,114%[activator],·,2%,30%[activator],-6,5%
O=C(O)C1CCCN1C(=O)OCC1c2ccccc2-c2ccccc21 (stereo unspecified),-25%,5%,8%,25%,7,-6%
O=C(NCCC1=CCCCC1)C1CCN(S(=O)(=O)c2cccs2)CC1,-2%,0%,-5%,-16%,-2,-1%
COc1cccc(CN(C)CC(O)COc2cc(Cl)ccc2Cl)c1 (stereo unspecified),47%,?,-1%,?,-12,-7%
CCn1c(CNc2ccc(C)cc2)nnc1SCC(=O)NCc1ccccc1,12%,-12%,-12%,-9%,·,0%
CCOc1ccccc1OCCCn1c(-c2ccc(Cl)cc2)nc2ccccc2c1=O,·,·,-3%,·,-3,-8%
O=C(N/N=C/c1ccccn1)c1ccc([N+](=O)[O-])cc1,-21%,?,1%,3%,-22,10%
CCOc1ccc(N2CC(C(=O)OC)CC2=O)cc1 (stereo unspecified),-21%,4%,-4%,14%,6,-16%
CC(C)CC(NC(=O)C1CCCCC1)C(=O)Nc1cccc(C(F)(F)F)c1 (stereo unspecified),·,·,10%,·,-5,3%
Cc1cc[n+](-c2ccccc2)c2ccccc12,-12%,-5%,?,?,-40,-15%
CC(CCc1ccccc1)NC(=O)c1nnc(Cc2ccc(F)cc2)o1 (stereo unspecified),-9%,3%,-2%,-16%[8.37 µM],1,-7%
CCOC(=O)C1CCN(Cc2cn3c(-c4ccc(OC)cc4)nnc3s2)CC1,·,·,?,·,16,-2%
O=C(O)CC(C(=O)O)c1cn(Cc2ccccc2)c2ccccc12 (stereo unspecified),-36%,12%,0%,16%,11,?
O=C(O)C1CCCCC1C(=O)Nc1ccc(S(=O)(=O)N2CCCCCC2)cc1 (stereo unspecified),-15%,·,2%,24%,1,-1%
Clc1cnc(Nc2cccnc2)c(Cl)c1,-11%,4%,5%,?,-16,?
O=C(Nc1ccccc1Cl)c1ccn[nH]1,-14%,·,3%,?,38,8%
COc1ccc(CCN(C)c2ccc(C(N)=O)cc2[N+](=O)[O-])cc1OC,-15%,6%,9%,-25%,-8,4%
CCc1cc(=O)oc2cc(OCC(=O)N3CCCc4ccccc43)ccc12,-9%,2%,8%,-24%,-7,0%
CC(NC(=O)c1cccc(Br)c1)c1ccccc1 (stereo unspecified),-13%,-3%,·,-5%,-70*,3%
O=C(O)/C=C/C(=O)Nc1ccc(Cl)c(C(=O)O)c1,-11%,-17%,-29%,-3%,-23,0%
CCOC(=O)N1CCc2c(sc(NC(=O)C3COc4ccccc4O3)c2C(N)=O)C1 (stereo unspecified),15%,·,3%,16µM*,-97*,5%
CCOc1ccc(CNS(=O)(=O)c2ccc(-c3cc(C(F)(F)F)on3)s2)cc1,·,·,4%,·,-3,-3%
CC(C)CC(NC(=O)OC(C)(C)C)c1cn([C@@H](CCC(=O)OC(C)(C)C)C(=O)N2CCN(C(=O)OC(C)(C)C)CC2)nn1 (stereo partly specified),101%[activator],-5%,-16%,13%,14,-4%
CCCC(=O)OCC(=O)Nc1ccc2[nH]c(=O)[nH]c2c1,1%,-11%,?,10%,17,-2%
CCCCCCCNC(=O)CC(NS(=O)(=O)c1ccc(NC(C)=O)cc1)C(C)C (stereo unspecified),25%,0%,-4%,5%,-17,1%
S=C(NCc1ccc2c(c1)OCO2)Nc1ccc2nsnc2c1,-42%,?,?,?,-66*,-1%
COc1ccc(C(C#N)Nc2ccccc2C)cc1 (stereo unspecified),12%,0%,5%,13%,-33,-9%
CCOC(=O)N1CCN(c2nnnn2-c2ccccc2)CC1,-2%,4%,6%,10%,24,-12%
Cc1cnc(C(=O)OCC(=O)Nc2ccc3c(c2)OCCO3)cn1,-7%,·,-25%,6%,?,3%
O=C(CN1C(=O)C(=O)N(C2CCCC2)C1=O)Nc1cc(Cl)ccc1[N+](=O)[O-],-10%,·,·,10%,15,·
CCOc1cc(-c2nc(-c3ccc(C)nc3OCC)no2)cc(OCC)c1OCC,2%,9%,-2%,?,-17,-2%
COc1cccc(NC(=O)c2oc3ccccc3c2NC(=O)Cc2cccc(C)c2)c1,·,·,-3%,·,21,6%
Cc1cc2nnc(SCC(=O)NCC3CCCO3)n2c2ccccc12 (stereo unspecified),-9%,0%,-14%,-5%,-7,0%
Cc1cc(NC(=O)Cc2cc(F)cc(F)c2)no1,-15%,11%,-5%,19%,·,-3%
O=C(CSc1nnc(Cc2ccccc2)n1-c1ccc(Cl)cc1)N1CCOCC1,148%[activator],12%,5%,8%,-20,-10%
Cc1cc(C(=O)OCC(=O)Nc2ccccc2F)c(C)o1,-41%,1%,7%,11%,-22,?

# Single records, from the list above. Order of screens: AmpC no deterg	Giardia FBPA inh	Sm TGR block	HCV inh	HCMV antiviral	AmpC detergent
# CCOC(=O)N1CCN(c2nnnn2-c2ccccc2)CC1 is listed with -2%	4%	6%	10%	24	-12%
# CCCCCCCNC(=O)CC(NS(=O)(=O)c1ccc(NC(C)=O)cc1)C(C)C (stereo unspecified) is listed with 25%	0%	-4%	5%	-17	1%
# Cc1cc(NC(=O)Cc2cc(F)cc(F)c2)no1 is listed with -15%	11%	-5%	19%	·	-3%
# COc1ccc(C(C#N)Nc2ccccc2C)cc1 (stereo unspecified) is listed with 12%	0%	5%	13%	-33	-9%
# CCCC(=O)OCC(=O)Nc1ccc2[nH]c(=O)[nH]c2c1 is listed with 1%	-11%	?	10%	17	-2%
